Wnt bcat act: Wnt/beta-catenin pathway activation | AID 743398 | Wnt/beta-catenin reporter cell assay, activator, plate reader | activation, % at 9.35 µM | hit rate 1.2% among 300,000; in the data active = activation above about 30%, passing the limit was not always enough; inconclusive = no clear call, values can overlap the other calls;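 also: 0% = neutral control wells and 100% = positive control wells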
SR-BI uptake up: SR-BI HDL lipid transfer activation; CHO ldlA[mSR-BI] cells, DiI-HDL uptake fluorescence, 3 h; 100 = double the neutral-control signal; activation, % at 12.5 µM; hit rate 0.096% among 320,000;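 active = mean replicate activation of at least 60% and every replicate at or above 60%; inconclusive = mean or all-replicate condition met, but not both; inactive = mean below 60% and not all replicates reaching 60%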;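 also: 0% = median plate neutral-control signal and 100% = twice that signal; values of inactives mirror those of a sister screen read the other way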
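system = CHO ldlA[mSR-BI] cells, LDL receptor-null, SR-BI overexpressing | medium = Ham's F12 with 0.5% BSA, HEPES 25 mM, pH 7.4 | probe or stimulus = DiI-HDL 10 µg/mL | compound dosing = single-point compound dose | incubation = compound exposure 3 h, 37 °C | technique = DiI fluorescence, bottom read | read-out = cell-associated DiI fluorescence as measure of HDL uptake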
SR-BI HDL uptake: inhibitors of mouse SR-BI mediated HDL lipid uptake; hit rate 0.96% among 320,000; inhibition, % at 12.5 µM; AID 488896; ldlA[mSR-BI] CHO cells, DiI-HDL uptake fluorescence, 3 h;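 active = mean replicate inhibition of at least 70% and a set share of replicates each scoring 70 or more; inconclusive = meets just one of the two criteria; inactive = fails both criteria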;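 also: 0% = median of neutral control wells and 100% = median of positive control wells; values of inactives mirror those of a sister screen read the other way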
Rtt109 Vps75: inhibitors of Candida albicans Rtt109/Vps75 histone acetyltransferase | hit rate 0.16% among 330,000 | purified Rtt109/Vps75, ThioGlo CoA-SH fluorescence, 4 h | inhibition, % at 34.9 µM;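 active = inhibition of at least 50% in every replicate; inconclusive = best replicate reaches 50% inhibition but some replicates fall short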
Target sequence (Q5AAJ8 whole entry, looked up): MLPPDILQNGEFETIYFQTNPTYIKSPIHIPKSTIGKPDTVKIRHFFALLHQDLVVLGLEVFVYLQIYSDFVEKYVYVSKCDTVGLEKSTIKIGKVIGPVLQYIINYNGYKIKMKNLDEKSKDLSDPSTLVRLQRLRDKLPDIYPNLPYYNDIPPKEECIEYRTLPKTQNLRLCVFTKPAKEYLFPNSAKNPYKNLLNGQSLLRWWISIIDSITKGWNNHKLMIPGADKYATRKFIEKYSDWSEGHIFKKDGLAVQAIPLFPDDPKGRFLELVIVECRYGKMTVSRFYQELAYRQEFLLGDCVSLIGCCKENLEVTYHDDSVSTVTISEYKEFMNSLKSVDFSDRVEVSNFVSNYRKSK
MITF act: activators of MITF-driven TRPM1 promoter activity in SK-MEL-5 cells | SK-MEL-5 TRPM1-promoter luciferase, 24 h; % of positive control, neutral wells = 0 | activation, % at 12.5 µM | hit rate 0.75% among 300,000;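 active = mean activation of at least 80% with every replicate also reaching 80%; inconclusive = mean reaches 80% but some replicate falls short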;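 also: 0% = neutral control wells and 100% = parthenolide positive control wells; values of inactives mirror those of a sister screen read the other way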
CDK5 inh: inhibitors of human CDK5/p35 kinase | Q00535+Q15078 | Recombinant CDK5/p35, ADP-Glo luminescence, 60 min | inhibition, % at 10 µM | hit rate 0.01% among 330,000 | AID 488839;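 active = highest replicate inhibition of at least 50% and at least 75% of replicates reaching 50%; inconclusive = only one of the two criteria met; inactive = both criteria failed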;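 also: plate controls were DMSO neutral control for no effect and GW8510 at 10 µM for full effect; many of its hits are not listed in these tables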
PvdQ inh: P. aeruginosa PvdQ acylase inhibition | purified PvdQ acylase, fluorescence plate reader | inhibition, % at 10 µM | hit rate 0.063% among 340,000 | AID 488965; in the data active = inhibition above about 30%, passing the limit was not always enough; inconclusive = no clear call, values can overlap the other calls;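 also: 0% = vehicle neutral wells and 100% = reference inhibitor wells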
RTF Ca sens act: cardiac RTF calcium sensitization | IANBD-labeled TnC RTF fluorescence at EC20 calcium; 0% EC20 calcium, 100% full calcium | P19429+P45379 | activation, % at 7.2 µM | hit rate 0.24% among 340,000;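 active = activation above the mean over all tested compounds plus 3 SD, cut at about 30% in these data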;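 also: rise in fluorescence read as greater calcium sensitivity of cardiac thin filaments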
HTR5A ag: counter-screen for OPRM1-OPRD1 agonists: human HTR5A agonism; activation, % at 9.3 µM; HTR5A agonist assay, luminescence, cell-based; hit rate 0.61% among 340,000; in the data active = activation mostly above about 9.5%, no sharp cut-off; inactive = mostly below about 7.6%;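 also: 0% = cells with vehicle only and 100% = reference agonist; strong numbers were not always called active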
dFosB activator: mouse delta FosB homodimer activation. hit rate 0.99% among 340,000. AID 493131. activation, % at 25 µM. P13346. purified delta FosB, TAMRA-CDK5 oligo fluorescence polarization; percent of positive-control signal above neutral wells;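 active = mean activation above about 17%, with every replicate also reaching it, limit read from the data, passing the limit was not always enough; inconclusive = only one of the two conditions met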;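 also: fluorescence polarization rise as delta FosB binds a TAMRA Cdk5 AP-1 oligo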
Target sequence (P13346 whole entry, looked up): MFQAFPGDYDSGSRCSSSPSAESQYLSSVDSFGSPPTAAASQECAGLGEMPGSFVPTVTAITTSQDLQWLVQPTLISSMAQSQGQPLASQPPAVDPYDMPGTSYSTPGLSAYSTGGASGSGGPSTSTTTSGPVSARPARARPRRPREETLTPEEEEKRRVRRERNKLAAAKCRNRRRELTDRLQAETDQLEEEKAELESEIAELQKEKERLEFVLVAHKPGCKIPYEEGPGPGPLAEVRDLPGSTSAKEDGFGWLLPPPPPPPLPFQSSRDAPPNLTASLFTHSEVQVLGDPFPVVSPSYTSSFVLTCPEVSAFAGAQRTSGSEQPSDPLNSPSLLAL
* = called active by the depositor; ? = inconclusive; . = not tested or not shown. No enrichment for hits, and some 4.4% of all compounds hit somewhere here.

1: COc1ccc(N2CCN(C(=O)CN3CCN(C(c4ccccc4)c4ccccc4)CC3)CC2)cc1
2: CCn1c(Cc2cccs2)nnc1SCC(=O)NC(C)(C)C
3: O=C(Nc1ccc2c(c1)N(Cc1ccccc1)C(=O)c1ccccc1S2)NC1CC1
4: O=C(OCCN1CCOCC1)c1ccccc1Cl
5: O=C(CSc1nncn1-c1ccccc1F)NC1CC1
6: COCCNc1nc(-c2cc(C)n(CCc3ccc(OC)cc3)c2C)cs1
compound no.,1,2,3,4,5,6
Wnt bcat act,.,0,-3,1,1,-2
SR-BI uptake up,-19,-2,10,5,0,-15
SR-BI HDL uptake,19,2,-10,-5,0,15
Rtt109 Vps75,-2,-1,-2,1,-3,16
MITF act,2,-4,0,-7,38,0
CDK5 inh,1.9,-1.3,1.2,0.0,-2.2,-0.2
PvdQ inh,-8,-13,-8,2,-1,-8
RTF Ca sens act,-9,3,0,9,-1,3
HTR5A ag,1,1,3,3,3,2
dFosB activator,-6,8,-7,4,-2,-2

7: CCc1noc(C)c1C(=O)N1CCN(S(=O)(=O)c2ccc(Cl)cc2)CC1
8: O=C(NCCc1ccccc1)c1ccc(-c2ccc(F)cc2)o1
9: Cc1ccc(C(=O)N/N=C/c2cccc(OC(=O)/C=C/c3ccco3)c2)cn1
10: CN(C(=O)COC(=O)c1ccc2c(=O)n3c(nc2c1)CCC3)C1CCS(=O)(=O)C1 (stereo not drawn)
11: CN1CN(C)c2ccc([N+](=O)[O-])c3cccc1c23
12: COc1ccccc1N1CCN(C(=O)C(=O)N/N=C/c2cccc(O)c2)CC1
compound no.,7,8,9,10,11,12
Wnt bcat act,2,3,5,3,-1,-1
SR-BI uptake up,18,5,4,-37,-14,-2
SR-BI HDL uptake,-18,-5,-4,37,14,2
Rtt109 Vps75,-2,-15,-6,-9,-2,-2
MITF act,10,-2,28,2,-19,1
CDK5 inh,-0.2,0.8,0.5,-0.3,1.8,0.8
PvdQ inh,-16,0,-2,-9,7,-10
RTF Ca sens act,-1,5,.,0,-10,-3
HTR5A ag,-3,2,.,-3,-4,0
dFosB activator,-5,-15,-19,-20,6,1

13: CC(C)C(c1nnnn1C(C)(C)C)N1CCOCC1 (stereo not drawn)
14: Cc1ccc(S(=O)(=O)NCCN2CCOCC2)cc1
15: O=C(NCc1ccco1)c1ccc(CS(=O)Cc2cccc(Cl)c2)o1 (stereo not drawn)
16: O=C(CSc1nccn(-c2ccc3c(c2)OCCO3)c1=O)Nc1ccccc1
17: CCOc1ccc(NS(=O)(=O)c2ccc3[nH]c(=O)[nH]c3c2)cc1
18: O=C(Cn1ncc2c3ccccc3n(Cc3ccc(F)cc3)c2c1=O)N1CCN(c2ncccn2)CC1
compound no.,13,14,15,16,17,18
Wnt bcat act,2,-3,1,4,-1,-4
SR-BI uptake up,36,.,-10,4,4,-50
SR-BI HDL uptake,-36,-30,10,-4,-4,50
Rtt109 Vps75,-4,4,-12,40,-10,0
MITF act,-6,5,3,18,-7,-11
CDK5 inh,.,-0.4,1.1,0.2,0.6,-0.7
PvdQ inh,-10,0,7,1,1,-4
RTF Ca sens act,-3,2,-4,-6,3,2
HTR5A ag,-4,-3,0,0,-1,3
dFosB activator,2,8,-6,-1,3,-24

19: O=C(Nc1ccccc1)C1=C[C@H](C2CCCCC2)C[C@H](OCc2ccc(CO)cc2)O1
20: C/C(N)=C(/C#N)C(=O)CSc1cc(C)c2cc(C)cc(C)c2n1
21: CC(C)NC(=O)N(C)C[C@H]1Oc2ccc(NC(=O)Nc3ccccc3)cc2C(=O)N([C@@H](C)CO)C[C@@H]1C
22: Cc1nn(Cc2ccc(Cl)cc2)c(Cl)c1/C=N/NC(=O)c1cccnc1
23: COc1ccc(S(=O)(=O)Oc2cccc(/C=N/N=C3/NC(=O)C(CC(=O)O)S3)c2)cc1 (stereo not drawn)
24: COc1cc(OC)c(OC)cc1CNC(=O)c1cccc(S(=O)(=O)N2CCc3ccccc3C2)c1
compound no.,19,20,21,22,23,24
Wnt bcat act,-2,1,-2,-3,-9,-8
SR-BI uptake up,-14,-31,-3,-59,7,10
SR-BI HDL uptake,14,31,3,59,-7,-10
Rtt109 Vps75,2,-3,-3,4,0,4
MITF act,13,11,-6,-18,5,-32
CDK5 inh,-0.3,-0.4,-1.1,0.7,-1.7,0.5
PvdQ inh,-15,10,-13,-7,-11,-9
RTF Ca sens act,-1,6,-2,2,3,-7
HTR5A ag,-1,0,2,4,1,2
dFosB activator,-2,-5,1,-9,-5,11

25: CS(=O)(=O)N1CCC(C(=O)NCCN2CCN(Cc3ccccc3)CC2)CC1
26: CCC(NC(=O)c1cc(COc2cc(C)c(Cl)c(C)c2)on1)c1ccncc1 (stereo not drawn)
27: COc1cc2c(cc1OC)CN(C(=O)CNS(=O)(=O)c1ccc(C)c(C)c1)CC2
28: CCc1c(O)nc2sc3ccccc3n2c1=O
29: COCCCN1C(=O)N(c2ccc(F)cc2)C(=O)C1CC(=O)Nc1ccc(OC)cc1 (stereo not drawn)
30: Cc1ccc(S(=O)(=O)N2[C@@H](c3ccc4c(c3)OCO4)C(C(=O)O)=C[C@H]2CC2CCCC2)cc1
compound no.,25,26,27,28,29,30
Wnt bcat act,-1,-1,0,-7,3,-1
SR-BI uptake up,2,-32,.,22,-76,6
SR-BI HDL uptake,-2,32,.,-22,76*,-6
Rtt109 Vps75,-3,6,11,-2,-1,-5
MITF act,-4,4,-10,8,6,10
CDK5 inh,-0.1,0.4,-0.1,1.0,0.3,-0.4
PvdQ inh,6,0,-15,-12,-15,-3
RTF Ca sens act,0,0,-2,-3,7,1
HTR5A ag,4,1,3,-7,1,1
dFosB activator,1,-9,-3,6,-4,-3

31: CC(C)N(CCCNC(=O)Cn1c(=O)c2cccn2c2ccccc21)Cc1ccccc1
32: CCC(NC(=O)c1cncc(Br)c1)c1ccccc1 (stereo not drawn)
33: CC(C)CC(NC(=O)C1CCCCC1)C(=O)N1CCN(c2ccccn2)CC1 (stereo not drawn)
34: CCOc1ccc(NC(=O)CNC(=O)c2ccco2)cc1
35: COc1ccccc1N1CCN(C(=O)CNS(=O)(=O)c2ccc(Br)s2)CC1
36: CN(C)C1(CNC(=O)CC(NC(=O)c2ccccc2Cl)c2ccccc2)CCCCC1 (stereo not drawn)
compound no.,31,32,33,34,35,36
Wnt bcat act,1,31*,.,0,0,1
SR-BI uptake up,17,24,3,2,-32,.
SR-BI HDL uptake,-17,-24,-3,-2,32,.
Rtt109 Vps75,-4,-6,-5,-5,12,1
MITF act,14,-3,5,.,2,.
CDK5 inh,-5.6,0.5,1.0,1.6,-0.6,-0.3
PvdQ inh,-22,-8,9,-1,12,1
RTF Ca sens act,-9,0,5,-3,-7,7
HTR5A ag,-2,-4,3,-2,4,4
dFosB activator,-9,-3,-2,2,-11,-4

Exported with two lines to a compound: part of the list above.
Values in the order: Wnt bcat act, SR-BI uptake up, SR-BI HDL uptake, Rtt109 Vps75, MITF act, CDK5 inh, PvdQ inh, RTF Ca sens act, HTR5A ag, dFosB activator
#34 CCOc1ccc(NC(=O)CNC(=O)c2ccco2)cc1
    0, 2, -2, -5, ., 1.6, -1, -3, -2, 2
#36 CN(C)C1(CNC(=O)CC(NC(=O)c2ccccc2Cl)c2ccccc2)CCCCC1 (stereo not drawn)
    1, ., ., 1, ., -0.3, 1, 7, 4, -4
#32 CCC(NC(=O)c1cncc(Br)c1)c1ccccc1 (stereo not drawn)
    31*, 24, -24, -6, -3, 0.5, -8, 0, -4, -3
#33 CC(C)CC(NC(=O)C1CCCCC1)C(=O)N1CCN(c2ccccn2)CC1 (stereo not drawn)
    ., 3, -3, -5, 5, 1.0, 9, 5, 3, -2

Next part.
37: Cc1cc(C(=O)Nc2ccccc2N2CCOCC2)no1
38: COc1cc2ccccc2cc1C(=O)N(CCN(C)C)c1nc2c(C)cccc2s1
39: CNS(=O)(=O)c1cccc(C(=O)OCC(=O)NCc2ccccc2)c1
40: CCOC(=O)C1CCN(S(=O)(=O)c2ccc3c(c2)NC(=O)CS3)CC1
41: Cc1cccc(NC(=O)/C(C#N)=C/c2ccccc2O)n1
42: COc1ccc(C(CNC(=O)COc2ccccc2OC)N2CCCCC2)cc1 (stereo not drawn)
compound no.,37,38,39,40,41,42
Wnt bcat act,-2,-3,.,-2,29,-3
SR-BI uptake up,-1,-7,-4,.,8,-1
SR-BI HDL uptake,1,7,4,-29,-8,1
Rtt109 Vps75,5,1,0,32,-2,2
MITF act,.,-1,.,-3,?,2
CDK5 inh,-2.0,-0.4,-0.5,-1.0,-1.0,-0.1
PvdQ inh,-12,-13,-6,1,-1,-2
RTF Ca sens act,3,1,-2,0,-4,2
HTR5A ag,2,6,-2,4,2,-1
dFosB activator,-5,29*,2,-7,-7,2

43: Cc1sc2nc(CSc3nc4ccccc4c(=O)n3CCCN3CCOCC3)[nH]c(=O)c2c1C
44: COc1cc(F)cc(-c2ccc3c(c2)c(C#Cc2ccsc2)c(-c2cc(OC)cc(OC)c2)n3C)c1
45: Cc1ccc(/C=N\NC(=O)CCc2n[nH]c(=O)[nH]c2=O)o1
46: COc1ccc(NC(=O)CN(C)C(=O)Cc2ccsc2)cc1
47: O=C(c1ccc(Cl)cc1)C1CCN(C(=O)N2CCOCC2)CC1
compound no.,43,44,45,46,47
Wnt bcat act,-7,-1,-5,-1,.
SR-BI uptake up,13,-21,14,-3,-4
SR-BI HDL uptake,-13,21,-14,3,4
Rtt109 Vps75,-4,-1,.,-8,-3
MITF act,5,0,26,0,-8
CDK5 inh,-5.0,-2.2,1.6,0.0,0.8
PvdQ inh,-9,-23,-10,6,-8
RTF Ca sens act,2,2,-5,2,-2
HTR5A ag,-4,6,2,-4,-2
dFosB activator,-6,-9,0,5,-14

Assay outcomes as filed in PubChem BioAssay.
